Screening results deposited in PubChem by National Center for Advancing Translational Sciences (NCATS).
Eya2 phos inh = qHTS Assay for Inhibitors of the Phosphatase Activity of Eya2. recombinant Eya2, OMFP fluorescence dephosphorylation (OMFP is methylfluorescein phosphate). Protein phosphatase EYA2 (Homo sapiens), O00167. Potency, µM (top dose mostly 76.9 µM), for inactives: top-dose activity, negative = inhibition, most hits filed as inhibitors. 330,000 compounds, 0.006% hits; also: potency is read from the fitted curve at half-maximal effect; % is scaled to controls: 0 for no effect and ±100 for the full control effect
Target sequence (O00167 whole entry, looked up): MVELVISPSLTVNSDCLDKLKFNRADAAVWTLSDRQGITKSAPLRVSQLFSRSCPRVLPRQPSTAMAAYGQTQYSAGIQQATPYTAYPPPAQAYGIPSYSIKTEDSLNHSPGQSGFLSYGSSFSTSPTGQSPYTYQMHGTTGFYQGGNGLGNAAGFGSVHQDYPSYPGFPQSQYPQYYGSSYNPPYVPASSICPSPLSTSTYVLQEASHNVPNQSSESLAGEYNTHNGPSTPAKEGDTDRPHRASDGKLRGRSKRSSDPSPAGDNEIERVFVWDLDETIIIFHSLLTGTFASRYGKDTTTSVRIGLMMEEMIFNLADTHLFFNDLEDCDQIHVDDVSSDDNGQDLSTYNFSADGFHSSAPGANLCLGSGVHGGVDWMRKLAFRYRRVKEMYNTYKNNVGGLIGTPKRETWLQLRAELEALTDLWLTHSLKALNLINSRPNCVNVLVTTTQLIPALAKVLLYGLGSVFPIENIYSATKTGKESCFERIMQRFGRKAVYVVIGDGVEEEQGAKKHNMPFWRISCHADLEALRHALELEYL
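Eya2 (0.2 uM) preincubated 10 min at ambient with compound, then OMFP substrate added at 50 uM; 10 min reaction in 50 mM HEPES pH 7.5, 50 mM NaCl, 5 uM MgCl2, 0.05% BSA, 1 mM DTT. Fluorescence read at Ex 485/Em 525 nm.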
TSHR antag = Antagonists of the Thyroid Stimulating Hormone Receptor: HTS campaign. Thyrotropin receptor (Homo sapiens), P16473. TSHR-expressing cells, TSH-stimulated cAMP HTRF, 2 h; hits give low values. activity change, negative = inhibition, % at 11.5 µM. 330,000 compounds, 0.2% hits. AID 504810, 2011;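 active = activity change below a set negative limit, meaning inhibition stronger than a set level, cut at about -70% in these data; inconclusive = activity change between two set negative limits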; also: % is scaled to controls: 0 for no effect and ±100 for the full control effect
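Inhibition of cAMP made by TSHR-expressing cells under TSH stimulation (4nM final, EC80; 2 h, 37 deg C) is quantified with a one-step lysis HTRF kit, anti-cAMP cryptate versus cAMP-d2.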
BCR signal inh = qHTS Assay to Find Inhibitors of Chronic Active B-Cell Receptor Signaling; ABC-DLBCL IkBa-CBG/CBR reporter, luminescence ratio, 4 h; 340,000 compounds, 0.05% hits; Potency, µM (titrated, usually from 46.1 µM), for inactives: top-dose ratio change, negative = lower green/red ratio, hits mostly inhibitors; active = well fitted inhibition curve with a large enough effect in the signal ratio, with a control signal flat, not every such curve was filed as active; inconclusive = small, poorly fitted or top-dose-only effect, or effect the other way, or a change in a side signal; the % refers to the signal ratio;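 also: potency is read from the fitted curve at half-maximal effect; plate controls were basal doxycycline-induced cells for no effect and cells given 10 µM MG132 for full effect; MG132 reads +100%, hits lower the ratio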
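Concentration-response series (up to 46 uM) were applied to TMD8 dual-reporter cells for 4 h at 37C with doxycycline. Green/red ratio, after filter-overlap correction, defined %Activity; red signal alone was normalised to basal cells and zero luminescence.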
TCR activator = Activators of T cell receptors: qHTS campaign; primary human leukocytes, anti-CD3, IL-2 HTRF, 48 h; Potency, µM (doses to about 9.22 µM), inactives show at the top dose activation of IL-2 secretion, usual class: activators; 330,000 tested, under 10 active; also: % of control where 0% means no effect
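IL-2 release read by HTRF sandwich (Eu cryptate donor, d2 acceptor, 665 nm emission) after 48 hr exposure of primary human leukocytes to compound together with anti-CD3 beads in the absence of co-stimulatory signals.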
AT treatment = qHTS Assay for Identifying a Potential Treatment of Ataxia-Telangiectasia; […] A-T fibroblasts, KAP-1 phosphorylation AlphaLISA; neocarzinostatin DNA damage 30 min before lysis; Potency, µM (highest dose often 57.5 µM), for inactives: at the highest dose activation, hits mostly activators; 320,000 compounds, 0.19% hits; AID 485349, 2010; also: potency is read from the fitted curve at half-maximal effect; % of control where 0% means no effect; nearly all actives have a fitted effect of over 45% in size
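ATM-like activity read as KAP-1 phosphorylation via AlphaLISA donor/acceptor antibody pairs after lysis and 6 hr at 25C. Cells were ATM-null patient fibroblasts ([…], hTERT), dosed 60 min, then exposed to the DSB inducer NCS for 30 min.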
Integrin act MD = qHTS for Activators of Integrin-Mediated Alleviation for Muscular Dystrophy | 350,000 compounds, 0.064% hits | Potency, µM (series often up to 38.3 µM), for inactives: top-dose activation, most hits filed as activators | alpha7betagal myoblasts, beta-gal FDG fluorescence, 48 h;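 also: potency is read from the fitted curve at half-maximal effect; 100% = response of the positive control SU9516; nearly all actives have a fitted effect of over 60% in size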
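Alpha7betagal+/- myoblasts (passage 13) were plated 16-24 hr, then exposed to compounds (1:260 dilution of DMSO stock) for 48 hours at 37C. After MPER lysis, β-galactosidase reporter activity was read as FDG fluorescence (ex 480/em 540) after 30 minutes.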
TSG101-PTAP inh = qHTS Assay for Iinhibitors of HIV-1 Budding by Blocking the Interaction of PTAP/TSG101; Tumor susceptibility gene 101 protein (Homo sapiens), Q99816; Fluorescence polarization, FITC-PTAP peptide / Tsg101 binding; 340,000 tested, under 10 active; Potency, µM (titrated, usually from 115 µM), without a hit: at the highest dose activity change, negative = inhibition, usual class: inhibitors; active = well fitted inhibition curve with a large enough effect in the main read-out, with a control signal flat, not every such curve was filed as active; inconclusive = small, poorly fitted or top-dose-only effect, or effect the other way, or a change in a side signal; inactive = no such curve, though single readings can be large or run the other way; also: potency is read from the fitted curve at half-maximal effect; % of control where 0% means no effect
Target sequence (Q99816 whole entry, looked up): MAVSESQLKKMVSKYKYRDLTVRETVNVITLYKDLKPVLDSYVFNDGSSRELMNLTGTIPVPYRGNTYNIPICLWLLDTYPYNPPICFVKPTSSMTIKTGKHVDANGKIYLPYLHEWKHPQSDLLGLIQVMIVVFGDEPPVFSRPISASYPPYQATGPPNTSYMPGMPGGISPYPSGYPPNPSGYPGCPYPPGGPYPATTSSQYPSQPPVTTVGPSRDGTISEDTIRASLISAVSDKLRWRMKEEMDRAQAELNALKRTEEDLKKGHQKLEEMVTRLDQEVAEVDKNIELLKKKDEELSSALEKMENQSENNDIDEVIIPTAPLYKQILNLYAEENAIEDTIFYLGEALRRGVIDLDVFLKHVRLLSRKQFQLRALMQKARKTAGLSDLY
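Tsg101 binding domain (10 uM final) was mixed with compound and a FITC-labeled PTAP peptide (50 nM final) in HEPES pH 7.5 buffer with NaCl, Tween 20, EDTA and TCEP; fluorescence polarization was read after 20 min at r.t.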
Mito fusion yeast = qHTS Assay for Small Molecule Inhibitors of Mitochondrial Division or Activators of Mitochondrial Fusion | 320,000 compounds, 0.23% hits | S. cerevisiae fusion-defective mutant growth rescue, CellTiterGlo 48 h | Potency, µM (doses to about 46.1 µM), for the others: at the top dose growth rescue (activation), usual class: activators;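 also: potency is read from the fitted curve at half-maximal effect; % of control where 0% means no effect; nearly all actives have a fitted effect of over 45% in size; temperature-sensitive fusion mutants such as fzo1-1 at 37 °C on non-fermentable ethanol glycerol medium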
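Luminescent cell viability in 1536-well qHTS format served as the measure of rescued growth in ts fusion-mutant S. cerevisiae cultured on non-fermentable YPEG for 48 hours at 37C.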
ELG1 DNA repair = qHTS screen for small molecules that inhibit ELG1-dependent DNA repair in human embryonic kidney (HEK293T) cells expressing luciferase-tagged ELG1; HEK293T ELG1-luciferase reporter, luminescence, 16 h; DNA damage induced by 5-fluorouridine; AID 504467, 2011; Potency, µM (doses to about 46.1 µM), without a hit: top-dose activity change, negative = inhibition, actives largely listed as inhibitors; 330,000 compounds, 2.3% hits; also: potency is read from the fitted curve at half-maximal effect; % is scaled to controls: 0 for no effect and ±100 for the full control effect; nearly all actives have a fitted effect of over 55% in size
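Overnight (16 hr) co-exposure of 2,000 cells/well to 5-fluorouridine and compound at 37 °C preceded detection. Luciferase was quantified via ONE-Glo luminescence; loss of signal denotes inhibition.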
S-ASM inh = Inhibitors of Secretory Acid Sphingomyelinase (S-ASM): qHTS; 340,000 compounds, 0.006% hits; placental ASM, HMU-PC fluorogenic substrate, 60 min; Potency, µM (top dose mostly 57.5 µM), for inactives: top-dose activity change, negative = inhibition, hits mostly inhibitors; Sphingomyelin phosphodiesterase (Homo sapiens), P17405; also: potency is read from the fitted curve at half-maximal effect
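Steps: dispense placental human ASM, pin compound, wait 10 min at room temperature, add HMU-PC0 substrate at 9 uM final, incubate 60 min at 37 °C, add stop solution raising pH to 10, read fluorescence.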
Tb PFK inh = qHTS Assay to Find Inhibitors of T. brucei phosphofructokinase | Potency, µM (doses to about 57.5 µM), for the others: at the top dose activity, negative = inhibition, actives largely listed as inhibitors | T. brucei PFK, ADP-Glo luminescence | 330,000 compounds, 0.17% hits | ATP-dependent 6-phosphofructokinase (Trypanosoma brucei brucei), O15648;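 also: potency is read from the fitted curve at half-maximal effect; 0% = uninhibited 1x PFK enzyme wells and -100% = no-enzyme wells; nearly all actives have a fitted effect of over 60% in size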
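In TEA buffer at pH 8.0 with 5 mM MgCl2, enzyme (1.25 nM) converted F6P (0.5 mM) and ATP (0.1 mM) for 45 min at room temperature. ADP product was read by luciferase luminescence.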
An asterisk follows results filed as active; ? = inconclusive; · = not tested or not shown; [ ] = another dose, or the depositor's remark. Unless noted, calls follow the shape of the dose curve; as a rule, active = well fitted curve in the direction sought with a large enough effect; inconclusive = small, poorly fitted or top-dose-only effect, or another doubt; inactive = no such curve, though single readings can be large; an effect the other way counts as inactive or inconclusive.

Screens in order: Eya2 phos inh	TSHR antag	BCR signal inh	TCR activator	AT treatment	Integrin act MD	TSG101-PTAP inh	Mito fusion yeast	ELG1 DNA repair	S-ASM inh	Tb PFK inh
> CCOC(=O)c1c(NC(=O)CCC(=O)O)sc2c1CC(C)(C)OC2
→ -6%	-5	4%	-1%	-4%	-10%	-4%	7%	-3%	4%	1%
> CCOC(=O)c1nn(-c2ccccc2C)c(=O)c(C#N)c1C
→ -2%	-5	-4%	0%	·	29%	0%	-3%	16%	0%	1%
> COc1ccccc1NS(=O)(=O)c1ccc(O)c(C(=O)OCC(=O)c2ccc(Cl)cc2Cl)c1
→ 9%	8	?	1%	-14%	7%	3%	0%	-12%	-2%	-6%
> CCN(CC)C(=O)c1cccc(NC(=O)c2cc(C3CC3)nc3c2cnn3C(C)C)c1
→ -20%	-35	?	21%	-15%	-33%	-1%	2%	?	-11%	2%
> Cc1ccc(-c2[nH]c3cc(C(=O)NCCCn4ccnc4)ccc3c(=O)c2O)cc1
→ 4%	7	?	-5%	-16%	-9%	-9%	-2%	13%	68%[activator]	-4%
> CN(C)CCN(C(=O)CCc1ccccc1)c1nc2c(F)cc(F)cc2s1
→ 9%	9	?	6%	3%	-5%	-1%	5%	-10%	-2%	0%
> CN1C(=O)c2ccccc2C(C(=O)NCC2CCCO2)C1c1c[nH]c2ccccc12 (stereo not drawn)
→ ·	·	·	-1%	·	10%	3%	0%	·	-2%	·
> CCn1nc(C(=O)Nc2ccc(N3CCOCC3)cc2)c2ccccc2c1=O
→ 2%	-15	?	-12%	-8%	3%	0%	2%	-4%	-8%	-4%
> C=CC(C)(O)CCCC(C)CCCC(C)CCCC(C)C (stereo not drawn)
→ 5%	6	0%	-4%	-2%	·	0%	-14%	6%	0%	0%
> CN/S(=N/S(=O)(=O)c1ccccc1)c1ccc(C)cc1 (stereo not drawn)
→ -1%	-11	-1%	9%	11%	18%[1.53 µM]	-1%	-5%	3%	6%	-2%
> O=C(C1CCC(CNc2c(N3CCCC3)c(=O)c2=O)CC1)N1CCc2ccccc21 (stereo not drawn)
→ 1%	6	1%	0%	-2%	7%	1%	0%	11%	-1%	0%
> CCC(CC)NC(=O)C1CCN(S(=O)(=O)c2cccs2)CC1
→ 0%	14	11%	4%	-2%	7%	-5%	0%	15%	2%	-3%
> O=C(CSc1nnc(-c2ccc(O)cc2)o1)Nc1ccccc1Br
→ -4%	-5	?	-1%	5%	9%	-2%	-3%	?	1%	0%
> C=CCN(Cc1ccc(Cl)s1)C(=O)c1cc(S(=O)(=O)N2CCOCC2)ccc1F
→ -22%	-16	3%	3%	3%	0%	-5%	15%	-20%	1%	-9%
> OC(CNCc1ccccc1Cl)COc1ccc(F)cc1 (stereo not drawn)
→ -5%	-5	0%	3%	1%	-15%	-4%	-9%	5%	2%	1%
> O=C(CNC(=O)c1cc2c(s1)CCC2)Nc1ccccc1Br
→ 27%	0	-1%	2%	·	8%	-1%	-3%	?	47%	-5%
> CCCNS(=O)(=O)c1ccc(CCC(=O)N2CCN(CC)CC2)cc1
→ 5%	-2	2%	6%	2%	-3%	4%	3%	4%	0%	-1%
> CSc1ncccc1C(=O)N1CCCC(N2CCN(c3ccccc3F)CC2)C1 (stereo not drawn)
→ 1%	14	3%	-6%	1%	?	-3%	-1%	-8%	3%	-5%
> Cc1nnc(SCC(=O)Nc2ccccc2F)n1-c1ccc(F)cc1
→ 5%	1	1%	-4%	-11%	-4%	-1%	1%	8%	5%	3%
> O=C(Nc1cccc([N+](=O)[O-])c1)C1COc2ccccc2O1 (stereo not drawn)
→ -5%	14	?	1%	1%	6%	-3%	7%	12%	0%	-4%

Screens in order: Eya2 phos inh	TSHR antag	BCR signal inh	TCR activator	AT treatment	Integrin act MD	TSG101-PTAP inh	Mito fusion yeast	ELG1 DNA repair	S-ASM inh	Tb PFK inh
> O=C(Nc1ccc(Cl)cc1)N1CCSc2ccccc21
→ -2%	5	?	-3%	2%	19%	1%	4%	6%	-4%	-20%
> O=C(NC1CC1)c1ccc(CS(=O)(=O)c2c(Cl)cccc2Cl)o1
→ 6%	-6	1%	-2%	14%	-9%	-4%	-4%	0%	5%	-3%
> O=C(O)c1cccc(S(=O)(=O)Nc2ccc([N+](=O)[O-])cc2O)c1
→ -5%	-3	?	0%	-10%	?	-1%	-3%	-9%	-2%	2%
> COc1ccc(S(=O)(=O)Nc2ccc3c(c2)CC(=O)N([C@@H](C)CO)C[C@H](C)[C@@H](CN(C)S(=O)(=O)c2ccc(F)cc2)O3)cc1
→ -14%	-5	?	5%	1%	-12%	-4%	·	-2%	-5%	-5%
> COc1ccc(OC)c(NC(=O)C2CC(=O)N(Cc3ccco3)C2)c1 (stereo not drawn)
→ 2%	3	2%	5%	-2%	25%	-1%	-1%	5%	0%	-10%
> C=CCNC(=O)COC(=O)CNC(=O)c1cc(Cl)cc([N+](=O)[O-])c1
→ 3%	1	1%	0%	4%	0%	-6%	-8%	9%	3%	1%
> COc1ccccc1NC(=O)Nc1nc(CC(=O)NCc2ccccn2)cs1
→ -6%	0	?	-9%	-8%	?	-7%	-4%	?	·	-3%
> CCOC(=O)C1=C(COC(=O)CCOc2ccc(OC)cc2)NC(=O)NC1C (stereo not drawn)
→ 3%	10	1%	3%	-7%	-21%	-7%	-3%	1%	-1%	-3%
> O=C(CSc1nnnn1C1CCCC1)Nc1ccc2c(c1)OCCO2
→ 0%	-3	-1%	3%	2%	-49%[inhibitor]	0%	-5%	?	-2%	1%
> Cc1ccccc1-c1n[nH]c(=S)n1Cc1ccccc1
→ -11%	-48	-1%	0%	-2%	9%	0%	-3%	26%	-1%	-14%
> Cc1ccccc1OCC(=O)N1CCCc2ccccc21
→ 7%	-15	0%	-3%[46.1 µM]	3%	5%	-3%	19%	?	2%	-2%
> Cc1nc2ccccc2c(=O)n1/N=C/c1c(O)ccc2oc3c(c12)CCCC3
→ -19%	3	-3%	1%	1%	-2%	-1%	2%	?	-2%	1%
> Cc1ncc([N+](=O)[O-])n1CCOC(=O)NC(NCc1cccnc1)C(Cl)(Cl)Cl (stereo not drawn)
→ -1%	-1	-2%	3%[46.1 µM]	-1%	0%	-8%	0%	-1%	5%	3%
> O/N=C1\CC(O)Cc2nonc21 (stereo not drawn)
→ 12%	2	2%	-5%	3%	22%	-1%	-1%	0%	2%	-2%
> CCn1cc2nc(SCC(=O)Nc3ccc(F)cc3F)n(Cc3ccccc3)c(=O)c2n1
→ 0%	0	?	-15%	9%	33%	-1%	-1%	-2%	22%	4%
> COc1ccc(C(=O)c2coc(-c3ccccc3C(=O)O)c2C(=O)O)cc1
→ 1%	11	-1%	3%[46.1 µM]	-5%	4%	-10%	-4%	-3%	3%	-2%
> C[C@@H](C(=O)CC(=O)OC(C)(C)C)[C@@H](O)c1c(F)cccc1Cl
→ -2%	6	5%	5%	-4%	16%	-3%	-2%	13%	3%	0%
> O=C(NCC(c1cccnc1)N1CCN(c2ccc(F)cc2)CC1)C1CCCCC1 (stereo not drawn)
→ -14%	-26	-27%	-1%	3%	-18%	0%	2%	-11%	2%	0%
